High-throughput results (PubChem BioAssay)
RXFP1 ag: qHTS Assay for Agonists of the Relaxin Receptor RXFP1; HEK293T-RXFP1 cAMP TR-FRET, 30 min; response scale: percent of porcine relaxin response, buffer zero; Potency, µM (highest dose often 57.5 µM), without a hit: at the highest dose activation, most hits filed as activators; 370,000 tested, 0.3% active; AID 2676, 2010; further: potency means the concentration at half of the fitted maximal effect; on the % scale 0 is the no-effect control and ±100 the full control effect; nearly all actives have a fitted effect of over 60% in size; many of its hits are not listed in these tables
Target sequence (Q9HBX9 whole entry, looked up): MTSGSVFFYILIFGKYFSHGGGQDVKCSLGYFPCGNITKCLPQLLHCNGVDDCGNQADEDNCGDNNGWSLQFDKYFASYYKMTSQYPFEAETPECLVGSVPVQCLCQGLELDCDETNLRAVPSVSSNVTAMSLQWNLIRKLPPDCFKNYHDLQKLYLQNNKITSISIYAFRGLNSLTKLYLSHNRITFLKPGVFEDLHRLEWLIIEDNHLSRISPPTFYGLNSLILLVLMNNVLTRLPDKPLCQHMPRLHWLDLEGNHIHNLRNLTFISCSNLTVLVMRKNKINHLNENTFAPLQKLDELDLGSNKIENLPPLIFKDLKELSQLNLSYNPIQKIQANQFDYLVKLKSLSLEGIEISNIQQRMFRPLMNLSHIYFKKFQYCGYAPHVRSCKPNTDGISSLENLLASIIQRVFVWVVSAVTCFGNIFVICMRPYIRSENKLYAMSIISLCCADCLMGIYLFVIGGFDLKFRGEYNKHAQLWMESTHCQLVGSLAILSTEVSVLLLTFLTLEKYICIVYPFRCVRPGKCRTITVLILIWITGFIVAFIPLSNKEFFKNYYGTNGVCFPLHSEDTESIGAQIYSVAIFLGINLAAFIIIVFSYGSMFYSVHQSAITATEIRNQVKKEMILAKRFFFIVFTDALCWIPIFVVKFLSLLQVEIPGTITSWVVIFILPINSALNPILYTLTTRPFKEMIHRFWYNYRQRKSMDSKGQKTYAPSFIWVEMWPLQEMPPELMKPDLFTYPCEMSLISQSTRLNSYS
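cAMP rise read by TR-FRET after 30 min, 37C compound exposure (up to 58 uM) in RXFP1-transfected HEK293 cells with Ro 20174 present. EC50 from Hill-equation fits, with 29 nM porcine relaxin as 100% and buffer as basal.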
D1 agonist: Allosteric Agonists of the Human D1 Dopamine Receptor: qHTS | D(1A) dopamine receptor (Homo sapiens), P21728 | HEK293 T-REx D1 cells, calcium flux, agonist mode | activation, % at 2 µM | 360,000 tested, 1% active | AID 504660, 2011; in the data active means activation above about 30%; further: 0% is about no effect
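Agonism was scored from calcium flux recorded over 180 s (1 read/s) after pintool compound addition, following a 10-cycle baseline. Cells were inducible force-coupled HEK293 TREx D1, plated overnight at 30 C and loaded with no-wash calcium dye.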
TRHR ag: qHTS for Small Molecule Agonists and Allosteric Enhancers of Human TRH Receptor: Primary Screen for Agonists | TRHR cells, calcium flux fluo-8, FDSS agonist mode | Thyrotropin-releasing hormone receptor (Homo sapiens), P34981 | activation, % at 2 µM | 360,000 tested, 0.18% active; in the data active means activation above about 30%; further: 0% is about no effect
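In this calcium-flux screen, cells bearing human TRHR are dye-loaded with fluo-8, baselined for 10 cycles, then exposed to library compounds; positive kinetic calcium responses during the agonist phase mark hits, with TRH as control.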
Apoferritin bind: qHTS Assay for Identification of Novel General Anesthetics. Ferritin light chain (Equus caballus), P02791. apoferritin/1-aminoanthracene competitive binding, fluorescence. Potency, µM (titrated, usually from 77.5 µM), inactives show top-dose activity change, negative = displacement, usual class: inhibitors. 350,000 tested, 0.074% active; further: potency means the concentration at half of the fitted maximal effect; on the % scale 0 is the no-effect control and ±100 the full control effect; nearly all actives have a fitted effect of over 20% in size
Target sequence (P02791 2-175 limits assumed): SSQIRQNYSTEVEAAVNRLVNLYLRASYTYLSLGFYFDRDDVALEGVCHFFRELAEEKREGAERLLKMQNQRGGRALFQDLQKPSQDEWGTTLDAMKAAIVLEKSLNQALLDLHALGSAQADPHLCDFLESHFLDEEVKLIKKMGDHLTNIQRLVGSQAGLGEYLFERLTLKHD
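Horse-spleen apoferritin (10 uM) was mixed with 50% saturated 1-aminoanthracene in PBS, exposed to compounds for 10 min at room temperature, and read for fluorescence (ex 380 nm, em 535 nm). Competitive displacement was fitted with a four-parameter Hill equation.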
D2 PAM: HTS Assay for Positive Allosteric Modulators of the Human D2 Dopamine Receptor: Primary Screen for Potentiators; D(2) dopamine receptor (Homo sapiens), P14416; HEK293 T-REx D2, calcium flux, EC20 dopamine potentiation; potentiation, % at 10 µM; 340,000 tested, 0.34% active; AID 485347, 2010;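 active means potentiation over 3 SD above the plate norm, cut at about 30% in these data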; further: 0% is about no effect
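Calcium flux readout, no-wash dye, 1 read/s. Inducible HEK293 Trex D2 line, overnight 30 C. Compound alone 180 s (agonist flags), then EC20 dopamine, another 180 s to score potentiation.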
RXFP1 antag: qHTS Assay for Antagonists of the Relaxin Receptor RXFP1; Relaxin receptor 1 (Homo sapiens), Q9HBX9; activity change, negative = inhibition, % at 57.5 µM; HEK293-RXFP1, relaxin-stimulated cAMP HTRF, 30 min; active compounds read low; 350,000 tested, 0.59% active;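 active means activity change of -60% or lower, but not beyond a set lower limit; inconclusive means change between -60% and -40%, or beyond the set limit; inactive means change above -40%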; further: on the % scale 0 is the no-effect control and ±100 the full control effect
D1 antag: Antagonist of Human D 1 Dopamine Receptor: qHTS; activity change, negative = inhibition, % at 10 µM; AID 504652, 2011; D(1A) dopamine receptor (Homo sapiens), P21728; 360,000 tested, 3.2% active; HEK293 TREx D1 cells, calcium flux, dopamine EC80; active compounds read low; in the data active means activity change below about -30%; further: on the % scale 0 is the no-effect control and ±100 the full control effect
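After overnight tetracycline induction at 30 C, force-coupled D1 HEK293 cells took up a no-wash calcium dye at room temperature. Compounds were added and monitored 180 s, and the response to EC80 dopamine was then recorded.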
TRHR enhancer: qHTS for Small Molecule Agonists and Allosteric Enhancers of Human TRH Receptor: Primary Screen for Enhancers | Thyrotropin-releasing hormone receptor (Homo sapiens), P34981 | TRHR cells, fluo-8 calcium fluorescence, EC20 TRH enhancement | 360,000 tested, 0.66% active | AID 493056, 2011 | enhancement, % at 2 µM; in the data active means enhancement above about 30%; further: 0% is about no effect
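Enhancer read-out: after compound pinning and an initial kinetic agonist-mode read, an EC20 of TRH (10 nM final) was injected and fluo-8 calcium signal (Ex 480/Em 530) followed at 1 s/cycle for 100 cycles in TRHR-expressing cells.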
D1 potentiator: Potentiators of Human D1 Dopamine Receptor: qHTS; HEK293 TREx D1 cells, calcium flux, dopamine EC20 potentiation; potentiation, % at 10 µM; 360,000 tested, 0.036% active; in the data active means potentiation above about 30%; further: 0% is about no effect
The depositor's hits bear a star; u = inconclusive; x = not tested or not shown; & = joins results of further samples; ! = not active in a repeat; [ ] = another dose, or the depositor's remark. Unless noted, the call rests on the fitted dose curve; in most records, active means well fitted curve in the direction sought with a large enough effect; inconclusive means small, poorly fitted or top-dose-only effect, or another doubt; inactive means no such curve, though single readings can be large; an effect the other way counts as inactive or inconclusive.

SMILES	RXFP1 ag	D1 agonist	TRHR ag	Apoferritin bind	D2 PAM	RXFP1 antag	D1 antag	TRHR enhancer	D1 potentiator
COCCn1c(SCC(=O)N(C)c2c(N)n(Cc3ccccc3)c(=O)[nH]c2=O)nnc1-c1cccc(C)c1	0.1%	4	3.0	x	6	9	-22	-4	1
CN(C)CCNC(=O)c1ccc(COCC(F)(F)F)cc1	1.3%	6	0.6	-5%	x	44	3	7	-1
Cc1ccc(S(=O)(=O)NC(=O)C2CCCCC2)cc1	0.0%	3	0.9	x	12	5	-36*	-1	5
CCNS(=O)(=O)c1ccc(NC(=O)Cn2cc([N+](=O)[O-])cn2)cc1	-1.0%	5	1.5	-6%	-2	10	-4	4	7
FC(F)(F)c1cc(-c2ccccc2)nc2cc(-c3ccc(Br)cc3)nn12	6.6%	-1	0.8	-13%	10	x	-7	0	-2
COC(=O)c1cc(NC(=O)Cn2c(=O)cnc3ccccc32)cc(C(=O)OC)c1	2.2%	2	0.3	u	-2	-3	-1	3	0
O=C(c1ccc2c(c1)N(Cc1ccccc1)C(=O)c1ccccc1S2(=O)=O)N1CCCCCC1	-0.3%	0	0.2	-15%	-1	-1	6	-2	1
N#C/C(=C\Nc1ccccc1SC(F)(F)F)c1nc(-c2ccccc2)cs1	0.2%	4	1.6	-12%	x	13	19	1	-8
Cc1nc2c(C(=O)N3CCOCC3)cnn2c(C)c1Cc1cccc(Cl)c1	3.4%	3	0.4	-15%	4	x	-1	3	15
CC(CNC(=O)Cn1ccc(N)nc1=O)c1ccccc1 (stereo not given)	1.3%	1	0.4	x	17	x	x	1	2
CC(C)c1ccc(C(O)P(=O)(OC2CCCCC2)OC2CCCCC2)cc1 (stereo not given)	2.5%	16	1.9	-4%	5	-29	10	-16	0
COC(=O)Cc1ccc(NC(=O)c2cccs2)cc1	0.2%	2	-0.7	-1%	10	-3	4	11	-3
O=C(NNC(=O)c1cc(-c2cccc(Br)c2)nc2ccccc12)c1csc(N2CCOCC2)n1	0.5%	2	0.4	x	2	-12	-84*	-1	-4
Cc1ccc(NC(=O)COC(=O)c2ccco2)cc1C	1.8%	9	-0.1	x	-2	5	-4	0	x
COc1ccc(C(NC=O)c2cc(OC)c(OC)cc2Br)cc1OC (stereo not given)	0.2%	1	0.3	-3%	4	6	11	-4	-1
C=CCc1ccc(OCCOCCOc2ccc(C)cc2[N+](=O)[O-])c(OC)c1	0.5%	4	-0.5	u	13	-4	-4	-9	0
COc1ccc(NC(=O)CSc2nc3ccccc3c(=O)n2CCCN2CCCCC2)c(OC)c1	0.1%	13	-1.4	u	22	6	3	1	-3
O=C(CN(Cc1ccccc1)S(=O)(=O)c1cccc(C(F)(F)F)c1)NC1CCCCC1	0.2%	5	0.8	-4%	-10	x	-31*	-9	1
Cc1ccc(S(=O)(=O)NCCC(=O)Nc2cc(F)ccc2C)cc1C	-0.6%	2	-1.7	3%	1	-2	9	5	x
CSc1ccc(CCNC(=O)CN2C(=O)CCSc3ccccc32)cc1	0.0%	5	0.3	2%	-4	3	-4	4	-8
CCOc1ccccc1Nc1nnc(SCc2ccc(C(=O)OC)o2)s1	-0.5%	2	-0.8	u	-3	11	-9	5	-6
Cc1ccc(NC(=O)COC(=O)c2cccc(N3C(=O)c4ccccc4C3=O)c2)cc1	0.5%	0	-0.2	1%	9	-3	3	0	1
Cc1nc2nc(SCC(=O)Nc3cccc(Cl)c3)nn2c(C)c1Cc1ccccc1	-0.6%	5	0.3	-23%	-5	-26	-2	-6	-3
CSCCC(NC(=O)COc1ccccc1)C(=O)N(C)CC(=O)Nc1c(C)cccc1C (stereo not given)	-0.2%	-2	5.1	x	-3	0	38	13	-5
CCN(CC)CCNC(=O)c1ccc(NC(=O)c2ccc(F)cc2F)cc1	1.3%	8	0.4	-1%	-1	3	-21	5	0
COC(Cn1cc(C)c(=O)[nH]c1=O)OC	0.7%	2	1.1	1%	x	-4	17	4	-3
CCN=c1sc(C(=O)NCCc2ccccc2)cc(=O)n1CC	1.9%	2	-0.7	-10%	7	-15	-16	-2	-6
CCOC(=O)c1sc(=S)n(-c2ccccc2Cl)c1SC	-0.6%	4	-0.7	u	8	-17	3	10	-2
N#Cc1c(-c2ccccc2)cc(C2CC2)nc1N	2.3%	31*	-1.3	-13%	x	5	-12	5	-8
NC(=O)COc1ccc(NC(=O)CC23CC4CC(CC(C4)C2)C3)cc1	0.1%	3	0.9	u	-5	11	2	-2	-15
COc1nc(-c2ccc(C)cc2)ccc1-c1noc(-c2cccnc2)n1	2.1%	0	0.7	-12%	4	-12	9	2	-2
Cc1cc2nc3n(c2cc1C)CC1CC(C(=O)NCc2ccco2)N(C)C31 (stereo not given)	0.0%	4	0.1	1%	9	x	22	8	0
CC(=O)Nc1ccc(NC(=O)C(C)OC(=O)CCc2c[nH]c3ccccc23)cc1 (stereo not given)	-0.6%	1	1.0	x	17	-12	-14	2	-6
COc1ccccc1-c1nnc(SCc2nc3ccccc3[nH]2)n1C	1.2%	2	0.0	-5%	-5	-6	-5	-1	-2
CCN(CC)S(=O)(=O)c1ccc2[nH]cc(C(=O)NCCc3ccccc3)c(=O)c2c1	2.6%&3.2%	0&0	0.9&0.9	-4%&-7%	47*!	-7	-4&-2	-3&-7	-2&-5
C/C(Cn1nc([N+](=O)[O-])cc1C)=N\NC(=O)COc1ccccc1[N+](=O)[O-]	8.5%	2	1.1	0%	4	1	1	1	-5
Cc1cccc(N2C(=O)CC(Sc3nc(C)cc(C)n3)C2=O)c1 (stereo not given)	2.8%	9	2.1	-3%	x	1	-7	-6	-8
CCc1ccccc1NC(=O)CN1C(=O)CCc2cc(S(=O)(=O)N3CCCCC3)ccc21	0.0%	0	-0.7	-10%	3	x	18	-16	1
CCn1c(SCC(=O)Nc2ccc(OC)cc2)nc2c1c(=O)n(C)c(=O)n2C	30%	1	0.1	-1%	2	4	-20	-1	-5
CCOC(=O)C1CCCN(C(=O)Cn2nc(C)n3nc(-c4ccccc4)cc3c2=O)C1 (stereo not given)	1.8%	1	-0.4	-4%	x	1	-9	5	-2
CCN1CCN(S(=O)(=O)c2ccc(Cl)c(C(=O)NC(C)(C)C)c2)CC1	3.8%	2	0.8	-8%	-9	10	6	-1	0
CC1CCCCC12NC(=O)N(CC(=O)NC(=O)NCc1ccco1)C2=O (stereo not given)	-0.3%	1	0.3	-11%	-2	-6	18	-2	-1
Cc1cccc(C(=O)NCCN(C)C)c1	0.3%	4	0.3	-6%	-7	-1	7	-5	-5
CCCN(C(=O)c1c(-c2ccccc2)noc1C)c1c(N)n(Cc2ccccc2)c(=O)[nH]c1=O	-0.3%	17	-0.3	x	-3	-3	-1	-5	x
Cc1ccn(CCC(=O)N2CCCC(CCC(=O)NCc3ccc(F)c(F)c3)C2)n1 (stereo not given)	-4.3%	0	1.6	0%	1	5	-3	-4	-3
C(=N\Nc1nncc2ccccc12)/c1ccccn1	5.3%	4	0.5	5%	0	-20	4	10	-3
Cc1ccc(C(=O)Nc2ccc(C(=O)N/N=C/c3c[nH]c4ccccc34)cc2)cc1	1.1%	5	14	42%[activator]	-4	-15	-8	0	-9
NNC(=O)c1cccc(COc2cccc(Br)c2)c1	-2.2%	1	-0.5	u	-7	15	-4	6	-2
Cc1c(C(C)(C)C)sc(=NC(=O)c2ccccc2O)n1C	u	5	-0.7	6%	-13	-7	2	-2	-4
CC(CN1CCOCC1)(NS(=O)(=O)c1ccccc1)c1ccccc1 (stereo not given)	-0.7%	-3	0.6	7%	19	7	18	0	2
O=c1c(Cc2c(F)cccc2Cl)c(O)ccn1C1CCCCCC1	-1.2%	1	-0.1	-5%	-6	-1	x	-6	2
Cn1ccnc1Sc1cc(Cl)ccc1[N+](=O)[O-]	2.1%	1	-1.0	-8%	-1	16	7	1	1
COc1cc2c(cc1OC)/C(=C/C(=O)c1cccc([N+](=O)[O-])c1)NCC2	9.2%	2	-0.6	u	-6	-7	-14	12	-6
O=c1n(-c2ccccc2)c(=O)n(Cc2ccccn2)n1Cc1ccccn1	-0.5%	-1	0.0	-3%	-11	2	-23	2	-3
COc1cc2ccccc2cc1C(=O)N1CCN(c2ccccc2O)CC1	-0.7%	2	-1.0	x	4	12	-11	4	-3
Fc1ccc2c(c1)/C(=N/Nc1ccccn1)CCS2	0.4%	2	-0.3	-13%	1	-31	-14	0	-6
Cc1ccc2c(c1)[C@H]1[C@H](CO2)[C@H](c2ccccc2)[C@]2(C)C(=O)Nc3cc(Cl)ccc3C(=O)N12	-1.3%	7	0.7	x	9	x	-11	-4	-6
CC(=O)Nc1ccc(S(=O)(=O)Oc2ccc3c(c2)C(C)=CC(C)(C)N3)cc1	0.4%	20	0.7	3%	1	x	-42*	-6	-5
COc1cccc(NC(=O)c2ccc(-c3ccccc3[N+](=O)[O-])o2)c1	1.9%	3	-0.7	-22%	-18	-31	-24	0	0
CCCCCCC(C)n1[nH]c(=O)c2c(C)cc(C)nc21 (stereo not given)	2.9%	2	-1.5	-4%	2	-38	-1	-2	-4

Grouped by structure: the compounds so far with a cyano group (two)
SMILES	RXFP1 ag	D1 agonist	TRHR ag	Apoferritin bind	D2 PAM	RXFP1 antag	D1 antag	TRHR enhancer	D1 potentiator
N#C/C(=C\Nc1ccccc1SC(F)(F)F)c1nc(-c2ccccc2)cs1	0.2%	4	1.6	-12%	x	13	19	1	-8
N#Cc1c(-c2ccccc2)cc(C2CC2)nc1N	2.3%	31*	-1.3	-13%	x	5	-12	5	-8

Only part of the results is shown, so the mix of outcomes need not match the whole.
